Pin1 inhibitor: qHTS Assay to Find Inhibitors of Pin1 | Pin1 FP peptide displacement, HiFluor488, 10 min | Potency, µM (doses to about 115 µM), inactives show at the top dose activity, negative = inhibition, hits mostly inhibitors | actives 0.009% (n = 390,000); active means well fitted inhibition curve with a large enough effect in the polarisation, with a control signal flat, not every such curve was filed as active; inconclusive means small, poorly fitted or top-dose-only effect, or effect the other way, or a change in a side signal; inactive means no such curve, though single readings can be large or run the other way; the % refers to the polarisation; further: potency means the concentration at half of the fitted maximal effect; on the % scale 0 is the no-effect control and ±100 the full control effect
Target sequence (Q13526 whole entry, looked up): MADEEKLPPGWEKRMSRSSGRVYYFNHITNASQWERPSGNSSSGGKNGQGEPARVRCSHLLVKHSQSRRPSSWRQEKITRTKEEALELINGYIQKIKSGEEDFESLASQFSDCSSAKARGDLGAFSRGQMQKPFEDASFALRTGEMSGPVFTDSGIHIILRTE
BAZ2B inh: qHTS Assay for Inhibitors of BAZ2B; AID 504333, 2011; AlphaScreen BAZ2B-H3K14Ac peptide displacement; actives 4.4% (n = 360,000); Potency, µM (highest dose often 114 µM), inactives show at the highest dose activity change, negative = inhibition, most hits filed as inhibitors; Bromodomain adjacent to zinc finger domain protein 2B (Homo sapiens), Q9UIF8; further: potency means the concentration at half of the fitted maximal effect; on the % scale 0 is the no-effect control and ±100 the full control effect; nearly all actives have a fitted effect of over 60% in size
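Inhibition is scored as reduced AlphaScreen emission. The BAZ2B/b-H3(5-23)K14Ac complex (50 nM each) in PBS pH 7.4, 0.01% Tween-20 meets compound (up to 110 uM) for 30 min at RT before bead addition.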
PGK inhibitor: qHTS Assay to Find Inhibitors of Phosphoglycerate Kinase; Phosphoglycerate kinase, glycosomal (Trypanosoma brucei brucei), P07378; PGK/GAPDH coupled, Kinase-Glo luminescence, 60 min; Potency, µM (doses to about 57.5 µM), for the others: at the highest dose activity change, negative = inhibition, most hits filed as inhibitors; actives 0.043% (n = 380,000); further: potency means the concentration at half of the fitted maximal effect; on the % scale 0 is the no-effect control and ±100 the full control effect; nearly all actives have a fitted effect of over 60% in size
Target sequence (P07378 whole entry, looked up): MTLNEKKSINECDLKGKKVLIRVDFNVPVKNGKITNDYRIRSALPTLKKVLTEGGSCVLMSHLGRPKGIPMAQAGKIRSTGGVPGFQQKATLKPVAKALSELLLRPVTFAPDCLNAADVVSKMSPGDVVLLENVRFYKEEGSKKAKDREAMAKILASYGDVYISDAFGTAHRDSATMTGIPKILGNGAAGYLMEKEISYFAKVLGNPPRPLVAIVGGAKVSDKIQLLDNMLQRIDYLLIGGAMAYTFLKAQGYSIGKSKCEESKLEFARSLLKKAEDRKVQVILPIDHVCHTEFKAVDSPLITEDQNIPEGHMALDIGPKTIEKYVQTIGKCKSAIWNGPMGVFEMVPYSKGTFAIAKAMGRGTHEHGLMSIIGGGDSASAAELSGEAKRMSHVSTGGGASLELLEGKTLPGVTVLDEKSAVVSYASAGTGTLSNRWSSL
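Recombinant glycosomal PGK reaction used 1,3-bisphosphoglycerate generated in-well by GAPDH (100nM final) in 100mM TEA pH 7.6, 5mM MgCl2, 0.01% Tween-20. After 60 minutes at room temperature, ATP was read by Kinase-Glo Plus luminescence end-point.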
JMJD2A Tudor: qHTS Assay for Inhibitors of JMJD2A-Tudor Domain. AlphaScreen JMJD2A-Tudor / H3K4me3 peptide binding. Lysine-specific demethylase 4A (Homo sapiens), O75164. actives 4.4% (n = 390,000). Potency, µM (titrated, usually from 114 µM), for the others: at the highest dose activity change, negative = inhibition, usual class: inhibitors. AID 504339, 2011; further: potency means the concentration at half of the fitted maximal effect; on the % scale 0 is the no-effect control and ±100 the full control effect; nearly all actives have a fitted effect of over 50% in size
HP1b binding inh: HTS for Inhibitors of HP1-beta Chromodomain Interactions with Methylated Histone Tails. AlphaScreen HP1-beta / biotin-H3K9me3 peptide binding. Potency, µM (top dose mostly 114 µM), inactives show at the top dose activity change, negative = inhibition, hits mostly inhibitors. actives 0.56% (n = 390,000). AID 540317, 2011; further: potency means the concentration at half of the fitted maximal effect; nearly all actives have a fitted effect of over 70% in size; inactives centre near 23
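AlphaScreen: HP1-beta (50 nM) preformed 30 min with biotin-H3(1-18)K9me3 peptide (50 nM) in PBS pH 7.4, 0.01% Tween-20. Compound added for 30 min at RT, then streptavidin donor/nickel chelate acceptor beads (10 ug/mL) for 30 min.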
GLS inhibitor: qHTS for Inhibitors of Glutaminase (GLS); Glutaminase kidney isoform, mitochondrial (Homo sapiens), O94925; GLS enzymatic activity, qHTS titration; Potency, µM (top dose mostly 45.5 µM), inactives show at the highest dose activity change, negative = inhibition, most hits filed as inhibitors; actives 0.21% (n = 410,000); AID 624170, 2012; further: potency means the concentration at half of the fitted maximal effect; on the % scale 0 is the no-effect control and ±100 the full control effect
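Glutamate formation by hKGA was monitored fluorometrically using coupled glutamate oxidase, HRP and Amplex Red. Substrate was added as 1 mM L-glutamine solution; incubation was 30 min at RT after an initial read.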
G9a inh: qHTS Assay for Inhibitors of Histone Lysine Methyltransferase G9a; Histone-lysine N-methyltransferase EHMT2 (Homo sapiens), Q96KQ7; G9a H3K9 monomethylation, AlphaScreen, 2 h; Potency, µM (top dose mostly 102 µM), for the others: at the highest dose activity, negative = inhibition, hits mostly inhibitors; actives 8.8% (n = 350,000); AID 504332, 2011; further: potency means the concentration at half of the fitted maximal effect; on the % scale 0 is the no-effect control and ±100 the full control effect; nearly all actives have a fitted effect of over 75% in size
Target sequence (Q96KQ7 913-1193 limits assumed): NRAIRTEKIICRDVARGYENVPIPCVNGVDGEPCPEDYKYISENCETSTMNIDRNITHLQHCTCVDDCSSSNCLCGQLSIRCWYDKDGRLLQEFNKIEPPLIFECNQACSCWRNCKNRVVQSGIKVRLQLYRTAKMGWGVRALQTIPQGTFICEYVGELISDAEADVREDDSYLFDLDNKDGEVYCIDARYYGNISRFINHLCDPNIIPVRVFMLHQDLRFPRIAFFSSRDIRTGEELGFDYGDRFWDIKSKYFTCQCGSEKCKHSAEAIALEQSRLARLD
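AlphaScreen read-out: biotin-H3K9 peptide (500 nM) methylation by 20 nM enzyme with 20 uM SAM, 2 h at room temperature after 15 min compound preincubation; anti-monomethyl H3K9 antibody plus donor/acceptor beads, 10 min dark.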
PI4K2A inh: qHTS for small molecular inhibitors of PI4K2A; activity change, negative = inhibition, % at 76.9 µM; actives 0.13% (n = 420,000); purified PI4K2A, ADP-Glo luminescence, 1 h; hits give low values; Phosphatidylinositol 4-kinase type 2-alpha (Homo sapiens), Q9BTU6; AID 1346378, 2018; in the data active means activity change below about -50%; inconclusive means mostly about -30% to -49%;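 further: -100% = wells without enzyme as full effect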
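In this quantitative HTS, ADP production by PI4K2A was quantified luminescently after 1 h at ambient temperature; 100 microM adenosine served as plate-quality control.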
ERG Ets-DNA blk: qHTS for Small Molecule Inhibitors of the ERG Ets/DNA interaction. Transcriptional regulator ERG (Homo sapiens), P11308. fluorescence polarization, His-ERG Ets domain / labelled DNA. Potency, µM (titrated, usually from 76.9 µM), inactives show top-dose FP activity, negative = inhibition, hits mostly inhibitors. actives 0.028% (n = 370,000). AID 624246, 2012; active means well fitted inhibition curve with a large enough effect in the polarisation, with a control signal flat; inconclusive means small, poorly fitted or top-dose-only effect, or effect the other way, or a change in a side signal; inactive means no such curve, though single readings can be large or run the other way; the % refers to the polarisation;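 further: polarization taken with two DNA probes labelled with fluorescein and Texas red; potency means the concentration at half of the fitted maximal effect; % of control where 0% means no effect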
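His-tagged ERG Ets domain (1 uM in the protein solution; 300mM KCl, 50mM Tris-HCl, 1mM EDTA, 1mM DTT, pH 7.5) received compound, then a probe mix of 5 nM fluorescein-DNA and 100nM Texas-615-DNA. Fluorescence polarization was read for both dyes.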
An asterisk follows results filed as active; i = inactive; ? = inconclusive; / = no result given; & = joins results of further samples; [ ] = another dose, or the depositor's remark. Unless noted, the call rests on the fitted dose curve; in most records, active means well fitted curve in the direction sought with a large enough effect; inconclusive means small, poorly fitted or top-dose-only effect, or another doubt; inactive means no such curve, though single readings can be large; an effect the other way counts as inactive or inconclusive.

SMILES	Pin1 inhibitor	BAZ2B inh	PGK inhibitor	JMJD2A Tudor	HP1b binding inh	GLS inhibitor	G9a inh	PI4K2A inh	ERG Ets-DNA blk
CCOC(=O)c1sc2nc(C)c3c(c2c1N)CC(C)(C)OC3	6%	9%	1%	-14%	25%	-5%	8%	0	-7%
Cc1ccc(C(=O)Nc2nnc(-c3ccco3)o2)cc1C	0%	?	-4%	-5%	37%	1%	6%	-4	5%
CCn1c2ccccc2c2cc(NC(=O)Cc3ccc(S(=O)(=O)N4CCOCC4)s3)ccc21	2%	?	-3%	-35%	-12%	10%	?	-7	4%
Cc1ccc(OCC(=O)Nc2ccccc2C(=O)NC2CC2)cc1	-5%	-2%	-1%	-5%	41%[activator]	7%	17%[12.7 µM]	0	9%
Cc1ccc(NC(=O)C(Cc2ccccc2)n2cccc2)c(C)c1 (stereo unspecified)	-1%	-6%	i	-7%	23%	-3%	-8%[59 µM]	2	-1%
CCCCC(=O)Nc1nc(C)c(-c2csc(Nc3cc(OC)ccc3OC)n2)s1	16%	?	-10%	?	?	11%	?	-6	-1%
CC1CN(S(=O)(=O)c2ccc(C(=O)Nc3ccc(S(=O)(=O)Nc4ncccn4)cc3)cc2)CC(C)O1 (stereo unspecified)	1%	8%	i	-6%	30%	0%	13%[59 µM]	0	-4%
CCN(CC1CCCO1)C(=O)c1cc(COc2ccc(F)cc2F)on1 (stereo unspecified)	-9%	3%	-9%	-7%	34%	-6%	24%	-4	9%
Cn1c(N)c(C(=O)COC(=O)CCc2c[nH]c3ccccc23)c(=O)n(C)c1=O	-7%	-8%	0%	-9%	20%	-7%	-28%[59 µM]	0	3%
NC(=O)C1CCN(C(=O)CSc2nc3c(c(-c4ccccc4)n2)CCCC3)CC1	1%	5%	-1%	-10%	35%	-5%	-7%[59 µM]	3	2%
CC1=C(C(=O)OCc2ccc(C)cc2)C(c2cccc(F)c2F)CC(=O)N1 (stereo unspecified)	-5%	-3%	-6%	-13%	6%	-10%	5%[59 µM]	2	-2%
CCCSc1nc(C)c(C(C)=O)cc1C#N	-1%	10%	-2%	6%	55%[activator]	1%	6%[12.7 µM]	0	-10%
O=C(Nc1ccc[n+](CC(=O)c2cccc3ccccc23)c1)c1ccccc1	-11%	14%	-8%	-29%	5%	3%	40µM*	-4	4%
C=CCn1c(SCC(=O)NCC(=O)OCC)nnc1-c1ccccn1	-1%	?	5%	-28%	10%	2%	2%[59 µM]	0	-7%
CCN(CC(=O)Nc1ccccc1C(F)(F)F)C(=O)C1=COCCO1	2%	-5%	-7%	-2%	10%	-6%	-51%	0	-1%
Cc1ccc(OCCCCCN2CCOCC2)c(Cl)c1	2%	/	1%	22µM*	50µM*	7%	/	1	2%
Cc1ccc(S(=O)(=O)CCC(=O)Oc2ccc3c(C)cc(=O)oc3c2)cc1	1%	-1%	-5%	?	15%	-5%	50µM*	6	3%
Cc1ccccc1NC(=O)c1ccccc1O	-3%	-5%	-1%	-11%	16%	8%	-38%[59 µM]	5	0%
CN(C)CCNC(=O)/C(=C/c1ccc(-c2cccc([N+](=O)[O-])c2)o1)NC(=O)c1ccccc1	4%	-35%	-2%	-29%	-4%	9%	-9%[59 µM]	-3	6%
Cc1ccc(CN2C(=O)C(CC(C)C)Nc3ncnc(N4CCOCC4)c32)cc1 (stereo unspecified)	3%	/	-4%	?	28%	0%&-15%	/	-5&1	-9%
O=C(c1noc2c1CCCC2)N1CCC(CO)(Cc2ccccc2Cl)CC1	2%	-2%	-5%	-9%	34%	0%	/	-10	-24%
CCCCn1c(SCc2ccccc2C#N)nc2c(sc3ccccc32)c1=O	-3%	6%	14%	-14%	30%	6%	16%[59 µM]	1	2%
Cc1onc(-c2ccccc2)c1C(=O)Nc1ccccc1N1CCOCC1	5%	3%	1%	-11%	32%	7%	-36%[12.7 µM]	1	3%
CCOc1ccc(NC(=O)COc2ccccc2)c([N+](=O)[O-])c1	3%	?	11%	?	?	?	?	-5	5%
CCCNC(=O)/C(C#N)=C1\N=C(NC(=O)c2cccs2)c2ccccc21	1%	0%	-3%	-25%	22%	-6%	8%	-5	12%
Cc1ccc(NC(=O)CN2CCN(C(=O)c3ccco3)CC2)cc1	-16%	2%	i	-6%	40%[activator]	-5%	1%	-2	10%
Cc1ccccc1NC(=O)Cn1cc(C(=O)c2cccs2)c2ccccc21	9%	-1%	i	10%	11%	0%	-6%[59 µM]	-2	-5%
CNC(=S)NNC(=O)c1sccc1OCc1ccc(Cl)cc1Cl	-1%	1%	-2%	1%	38%	-5%	22%	6	-6%
COc1ccccc1Nc1nn2c(=O)c3ccc(C(=O)NCc4ccc(F)cc4)cc3nc2s1	9%	?	-8%	-20%	0%	0%	-23%[59 µM]	-11	-10%
O=C(C1CCN(S(=O)(=O)c2ccc(F)cc2)CC1)N1CC=C(c2ccccc2)CC1	-3%	-3%	5%	-6%	20%	0%	14µM*	3	-1%
CCCCSc1ncc(C(=O)OCC)c(N)n1	1%	12%	-5%	?	?	?	14%[59 µM]	-4	-7%
Cc1cccc(N2CCN(CC(O)COCc3cccs3)CC2)c1C (stereo unspecified)	4%	5%	0%	-9%	23%	31%	8%	-1	-9%
Cc1cccc(N(C(=O)c2csnn2)C(C(=O)NC2CCCC2)c2ccncc2)c1 (stereo unspecified)	-6%	3%	2%	-8%	19%	-1%	-8%	-22	-1%
COc1ccc(NC(=O)CNC(c2ccccc2)c2ccccc2)cc1Cl	8%	5%	i	-2%	14%	?	26%	1	5%
Oc1cccc(Nc2cc(-c3ccccc3)ncn2)c1	-4%	50µM*	-2%	-35%	31%	17%	?	-5	2%
CC(C)C[C@H]1CN([C@@H](CC(C)C)CN2CCC[C@@H]2CN2C(=O)C(=O)NC[C@@H]2Cc2ccccc2)C(=O)C(=O)N1CCc1ccccc1	1%	/	0%	-21%	24%	6%	/	0	-4%
CC(=O)NC(Cc1ccc(F)cc1)C(=O)NC1CCN(S(=O)(=O)c2ccccc2)CC1 (stereo unspecified)	0%	-12%	-3%	-1%	15%	-9%	7%	-5	-6%
CCN(CC)CCNC(=O)CCc1n[nH]c(=O)c2ccccc12	-1%	-24%	-3%	-3%	20%	-6%	-29%	1	-5%
COc1ccc(NS(=O)(=O)c2ccc(C)c(C(=O)N3CC(C)OC(C)C3)c2)cc1 (stereo unspecified)	-1%	2%	-4%	-9%	27%	18%	-7%	-2	8%
COc1ccccc1/C=C(\C#N)C(=O)NCC1CCCO1 (stereo unspecified)	-4%	-37%	2%	-15%	18%	8%	-33%[59 µM]	8	3%
CCCN(Cc1cccs1)C(=O)Nc1cc(Cl)c(OC)cc1OC	0%	8%	10%	18%	68%[activator]	18%	8%[59 µM]	0	3%
CC(=O)c1cccc(CN2CCN(CCC(C)C)C(CCO)C2)c1 (stereo unspecified)	-2%	-1%	15%	8%	24%	3%	/	2	23%
COc1cccc(NC(=O)Cn2cc(C(=O)C3CC3)c3ccccc32)c1	-4%	0%	-2%	0%	21%	26%	-3%	1	7%
COc1ccc(OC)c(/C=N/NC(=O)c2ccc(=O)[nH]n2)c1	-5%	-35%	-5%	-13%	12%[57 µM]	-13%	-15%[59 µM]	-1	-18%
COc1ccc(N2CCN(C(=O)Nc3ccc(S(=O)(=O)N(C)C)cc3)CC2)cc1	0%	-3%	i	-27%	-16%	-1%	-7%[59 µM]	1	9%
Cc1cc(C(=O)c2ccccc2)nc2ccccc12	0%	17%	-2%	11%	88%[activator]	-9%	41%[12.7 µM]	1	-7%
COCc1cc(C)nc(SCC(=O)NCC2CCCO2)c1C#N (stereo unspecified)	1%	3%	-8%	-7%	25%	-1%	-21%	5	7%
O=C1N=C(N2CCOCC2)S/C1=C\c1ccncc1	-1%	-2%	i	-6%	31%	-1%	4%[59 µM]	1	-9%
COC(=O)CNC(=O)C1CC(=O)N(CCc2ccc(F)cc2)C1 (stereo unspecified)	5%	-5%	-5%	-9%	38%	4%	3%	1	9%
C/C(=N\Nc1nc(N2CCCCC2)nc(N2CCOCC2)n1)c1ccccc1O	1%	-29%	4%	-33%	16%	12%	-1%	9	-8%
COc1ccc(/C=C2\N=C(C)OC2=O)cc1[N+](=O)[O-]	2%	-14%	-1%	-8%	-16%	-12%	?	5	3%

Source: PubChem
